BioA inh = blocks M. tuberculosis BioA enzyme activity | inhibition, % at 9.99 µM | 360,000 compounds, 0.096% hits | purified M. tuberculosis BioA enzyme, plate reader; in the data active = inhibition above about 40%
* = called active by the depositor; & = joins results of further samples. The list is partial; count on the stated rates, not on these rows.

SMILES | BioA inh
CCNC(=O)[C@@H]1[C@@H](CO)[C@@H]2Cn3c(ccc(/C=C/c4ccccc4)c3=O)[C@H]1N2C(C)=O | -0.9
O=C(C[C@@H]1CC[C@H]2[C@@H](COC[C@@H](O)CN2S(=O)(=O)c2ccccc2)O1)NCc1ccc(-c2ccccc2)cc1 | 1.7
COC(=O)C[C@@H]1C=C[C@@H](NC(=O)c2ccccc2)[C@@H](CO)O1 | -1.9
CO[C@H]1CN(C)C(=O)c2cc(NC(C)=O)ccc2OC[C@H](C)N(C(=O)Cc2ccccn2)C[C@H]1C | -1.3
N#Cc1cccc(-c2ccc3c(c2)[C@H]2[C@H](CCN2S(=O)(=O)c2ccccc2F)[C@@H](CO)N3)c1 | -1.6
O=C(C[C@@H]1CC[C@H]2NC[C@@H](O)COC[C@@H]2O1)Nc1ccccc1 | -1.2
CO[C@H]1CN(C)C(=O)c2cc(NS(=O)(=O)c3ccccc3C)ccc2OC[C@H](C)NC[C@H]1C | 0.0
CS(=O)(=O)N1[C@H](C(=O)NCCc2ccncc2)[C@@H](CO)[C@@H]2Cn3c(ccc(C4=CCCC4)c3=O)[C@@H]21 | -0.1
C[C@H](CO)N1C[C@H](C)[C@H](CN(C)C(=O)Nc2ccc(F)cc2)OCCCC[C@H](C)Oc2ccc(NS(C)(=O)=O)cc2C1=O | -1.5
O=C(Cc1ccncc1)NCC[C@H]1CC[C@@H](NC(=O)C2CC2)[C@@H](CO)O1 | -6.0
C[C@@H]1CN([C@@H](C)CO)C(=O)c2cc(-c3cccc(F)c3)cnc2O[C@@H]1CN(C)C | -0.8
C[C@H]1CN([C@@H](C)CO)C(=O)c2cc(C#CCN(C)C)cnc2O[C@H]1CN(C)C(=O)c1cccc(F)c1 | -4.7
CN1C(=O)c2cc(NC(=O)C3CCCC3)ccc2OC[C@H]2O[C@H](CC(=O)NCC(F)(F)F)CC[C@@H]21 | -0.8
COc1ccc(NC(=O)N2CCCCN3[C@H](C2)[C@@H](c2ccc(-c4ccccc4C)cc2)[C@@H]3CO)cc1 | 1.1
COc1ccc(COCC23N=C4SCCCN4[C@H](c4ccccc4O2)[C@H]3COC(=O)c2ccccc2)cc1 | -0.3

The final 3 compounds of the part before are carried over, then new ones follow:
SMILES | BioA inh
CN1C(=O)c2cc(NC(=O)C3CCCC3)ccc2OC[C@H]2O[C@H](CC(=O)NCC(F)(F)F)CC[C@@H]21 | -0.8
COc1ccc(NC(=O)N2CCCCN3[C@H](C2)[C@@H](c2ccc(-c4ccccc4C)cc2)[C@@H]3CO)cc1 | 1.1
COc1ccc(COCC23N=C4SCCCN4[C@H](c4ccccc4O2)[C@H]3COC(=O)c2ccccc2)cc1 | -0.3
CCCNC(=O)N(C)C[C@H]1Oc2ncc(C#Cc3ccncc3)cc2C(=O)N([C@@H](C)CO)C[C@H]1C | -1.1
C[C@H]1CN([C@@H](C)CO)C(=O)Cc2cc(NC(=O)C3CCCCC3)ccc2O[C@H]1CN(C)C(=O)Nc1ccccc1 | 0.2
C[C@H]1CN([C@@H](C)CO)C(=O)c2cccc(NC(=O)Nc3cccc4ccccc34)c2O[C@H]1CN(C)Cc1ccncc1 | 2.8
O=C(C[C@@H]1CC[C@H](NC(=O)C2CC2)[C@@H](CO)O1)NCC1CC1 | -3.0
COc1ccc(CN(C)C[C@H]2OCCCC[C@@H](C)Oc3ccc(NC(=O)Nc4cccc5ccccc45)cc3C(=O)N([C@@H](C)CO)C[C@H]2C)cc1 | -1.5
C[C@H]1CN([C@@H](C)CO)C(=O)CCCn2nncc2CO[C@H]1CN(C)C(=O)Nc1ccccc1F | 0.0
CCCC#Cc1ccc2c(c1)O[C@@H](CN(C)C(=O)CC)[C@H](C)CN([C@@H](C)CO)S2(=O)=O | -1.0
C[C@H](CO)N1C[C@H](C)[C@H](CN(C)CC2CC2)OCc2cnnn2CCCC1=O | 1.0
Cc1noc(C)c1S(=O)(=O)Nc1ccc2c(c1)CC(=O)N([C@@H](C)CO)C[C@H](C)[C@H](CN(C)C(=O)Nc1ccc3c(c1)OCO3)O2 | -1.6
COCC(=O)N1C[C@@H](C)[C@H](OC)CN(C)C(=O)c2ccc(NS(C)(=O)=O)cc2OC[C@@H]1C | 0.6
C[C@@H]1CN([C@H](C)CO)C(=O)c2cccc(NS(C)(=O)=O)c2O[C@@H]1CN(C)C(=O)Nc1cccc2ccccc12 | -2.2
C[C@H]1CCCCO[C@@H](CN(C)C(=O)Nc2ccc(F)cc2)[C@@H](C)CN([C@@H](C)CO)C(=O)c2cc(NC(=O)Cc3ccccc3)ccc2O1 | -1.3
CCCN(C)C[C@@H]1Oc2cc(C#Cc3cccc(OC)c3)ccc2S(=O)(=O)N([C@@H](C)CO)C[C@@H]1C | -4.0
CCCN1C[C@H](C)[C@@H](OC)CN(C)C(=O)c2cc(NC(=O)c3ccc(F)cc3)ccc2OC[C@@H]1C | -1.4
C[C@H]1CN([C@@H](C)CO)C(=O)Cc2cc(NC(=O)Cc3ccccc3)ccc2O[C@@H]1CN(C)Cc1ccc(Oc2ccccc2)cc1 | -3.5
CCC(=O)N(CC(C)C)C[C@H]1[C@H](c2ccccc2)[C@@H](CO)N1C(=O)C1CCC1 | 3.1
O=C(C[C@H]1CC[C@H](NS(=O)(=O)c2ccc(F)cc2)[C@@H](CO)O1)NC1CCCCC1 | -1.8
C[C@@H]1CN([C@H](C)CO)C(=O)Cc2cc(NC(=O)CCCN(C)C)ccc2O[C@H]1CN(C)S(=O)(=O)c1ccc(F)cc1 | -0.1
C[C@@H]1CCCCO[C@@H](CN(C)S(C)(=O)=O)[C@@H](C)CN([C@H](C)CO)C(=O)c2cc(NC(=O)Cc3ccccc3)ccc2O1 | -3.2
CC(C)C#Cc1ccc([C@@H]2[C@@H](C#N)N(C(=O)C3CC3)[C@@H]2CO)cc1 | -2.2
CCS(=O)(=O)Nc1ccc2c(c1)C(=O)N(C)[C@@H]1CC[C@@H](CC(=O)NCc3ccccc3F)O[C@@H]1CO2 | -0.8
CN1CCN(C(=O)C[C@H]2CC[C@@H]3[C@H](COC[C@@H](O)CN3Cc3cccc(F)c3)O2)CC1 | -0.8
CO[C@H]1CN(C)C(=O)c2ccc(NC(=O)Cc3ccccc3)cc2OC[C@@H](C)N(C)C[C@H]1C | 0.1
O=C(N[C@@H]1CC[C@@H](CC(=O)N2CCc3ccccc3C2)O[C@H]1CO)C1CCOCC1 | -3.6
COc1ccc(S(=O)(=O)N(C)C[C@H]2Oc3ccc(NS(=O)(=O)c4ccc(Cl)cc4)cc3CC(=O)N([C@H](C)CO)C[C@H]2C)cc1 | -3.2
CCCN1C[C@@H](C)[C@@H](OC)CN(C)C(=O)c2cc(NS(C)(=O)=O)ccc2OC[C@@H]1C | -1.0
C[C@@H]1CN([C@H](C)CO)C(=O)c2cc(Br)cnc2O[C@@H]1CN(C)Cc1cccc(F)c1 | -0.1
COc1ccc(S(=O)(=O)Nc2ccc3c(c2)C(=O)N([C@H](C)CO)C[C@H](C)[C@@H](CN(C)C(=O)NC(C)C)OCCCC[C@@H](C)O3)cc1 | -2.2
COc1ccc(S(=O)(=O)Nc2ccc3c(c2)C(=O)N([C@@H](C)CO)C[C@H](C)[C@@H](CN(C)S(=O)(=O)c2cccs2)OCCCC[C@@H](C)O3)cc1 | -0.5
CO[C@H](CN(C)S(=O)(=O)c1ccc(F)cc1)[C@H](C)CN(C(=O)Nc1ccccc1F)[C@@H](C)CO | -1.1
C[C@@H]1CCCCO[C@H](CN(C)Cc2ccc3c(c2)OCO3)[C@H](C)CN([C@H](C)CO)C(=O)c2cc(NC(=O)Nc3ccc4c(c3)OCO4)ccc2O1 | -3.0
CO[C@@H]1CN(C)C(=O)c2cc(NC(=O)c3cc(C)on3)ccc2OC[C@H](C)N(C)C[C@@H]1C | 1.0
COc1ccc(-c2ccc([C@H]3[C@H](C#N)N(C(=O)NC4CCCCC4)[C@H]3CO)cc2)cc1 | 3.7
C[C@@H]1CN([C@@H](C)CO)C(=O)c2cccc(NC(=O)C3CC3)c2O[C@H]1CN(C)C(=O)Nc1ccc2c(c1)OCO2 | -3.6
C[C@@H](NC(=O)[C@@H]1[C@@H](CO)[C@@H]2Cn3c(cccc3=O)[C@@H]2N1Cc1cccnc1)c1ccccc1 | -0.2
CCCC(=O)Nc1ccc2c(c1)OC[C@@H](C)N(CCC)C[C@@H](C)[C@@H](OC)CN(C)C2=O | -0.3
Cc1ccc(S(=O)(=O)N(C)C[C@H]2OCCCC[C@@H](C)Oc3ccc(NC(=O)Cc4ccccc4)cc3C(=O)N([C@@H](C)CO)C[C@@H]2C)cc1 | -0.5
C[C@@H]1CN([C@@H](C)CO)S(=O)(=O)c2ccc(/C=C/c3ccccc3)cc2O[C@@H]1CN(C)C(=O)Nc1cc(F)ccc1F | 2.0
C[C@H](CO)N1C[C@H](C)[C@@H](CN(C)C(=O)c2ccncc2)OCc2cn(nn2)CCCC1=O | -0.7&-2.2
C[C@@H]1CCCCO[C@H](CN(C)Cc2ccc(Cl)c(Cl)c2)[C@@H](C)CN([C@H](C)CO)C(=O)c2cc(NC(=O)c3ccccc3)ccc2O1 | -0.7
COc1cccc(-c2ccc3c(c2)[C@H]2[C@H](CCN2Cc2ccccc2OC)[C@H](CO)N3)c1 | 10
COCCNC(=O)C[C@H]1CC[C@@H]2[C@H](COC[C@@H](O)CN2C(=O)Nc2ccc3c(c2)OCO3)O1 | -1.4
CCC(=O)Nc1ccc2c(c1)C(=O)N(C)C[C@@H](OC)[C@@H](C)CN(C(=O)CC1CC1)[C@@H](C)CO2 | 0.0
COc1ccc(CN(C)C[C@@H]2OCCCC[C@@H](C)Oc3ccc(NS(=O)(=O)c4ccc(OC)cc4)cc3C(=O)N([C@H](C)CO)C[C@@H]2C)cc1 | 0.6
COc1ccc(NC(=O)N(C)C[C@H]2Oc3ccc(NC(=O)NC(C)C)cc3CC(=O)N([C@H](C)CO)C[C@@H]2C)cc1 | -2.2

Reprinted from the part before: six entries, followed by the next part.
SMILES | BioA inh
C[C@@H]1CCCCO[C@H](CN(C)Cc2ccc(Cl)c(Cl)c2)[C@@H](C)CN([C@H](C)CO)C(=O)c2cc(NC(=O)c3ccccc3)ccc2O1 | -0.7
COc1cccc(-c2ccc3c(c2)[C@H]2[C@H](CCN2Cc2ccccc2OC)[C@H](CO)N3)c1 | 10
COCCNC(=O)C[C@H]1CC[C@@H]2[C@H](COC[C@@H](O)CN2C(=O)Nc2ccc3c(c2)OCO3)O1 | -1.4
CCC(=O)Nc1ccc2c(c1)C(=O)N(C)C[C@@H](OC)[C@@H](C)CN(C(=O)CC1CC1)[C@@H](C)CO2 | 0.0
COc1ccc(CN(C)C[C@@H]2OCCCC[C@@H](C)Oc3ccc(NS(=O)(=O)c4ccc(OC)cc4)cc3C(=O)N([C@H](C)CO)C[C@@H]2C)cc1 | 0.6
COc1ccc(NC(=O)N(C)C[C@H]2Oc3ccc(NC(=O)NC(C)C)cc3CC(=O)N([C@H](C)CO)C[C@@H]2C)cc1 | -2.2
C[C@H]1CN([C@@H](C)CO)C(=O)c2cc(C#CC3CC3)cnc2O[C@H]1CN(C)C(=O)c1ccc(F)cc1 | -3.2
CO[C@H]1CN(C)C(=O)c2ccc(NC(=O)c3cnccn3)cc2OC[C@@H](C)N(C(=O)C2CC2)C[C@H]1C | 5.7
CCC(=O)Nc1ccc2c(c1)OC[C@H](C)N(CCC(F)(F)F)C[C@@H](C)[C@H](OC)CN(C)C2=O | 0.2
COCC(=O)Nc1ccc2c(c1)OC[C@H](C)N(C(=O)c1ccccc1F)C[C@H](C)[C@H](OC)CN(C)C2=O | -0.8
COc1ccc(S(=O)(=O)N(C)C[C@@H]2Oc3c(NC(=O)Nc4ccc5c(c4)OCO5)cccc3C(=O)N([C@@H](C)CO)C[C@@H]2C)cc1 | 0.8
O=C(C[C@@H]1C[C@@H]2c3cc(NS(=O)(=O)c4ccc(F)cc4)ccc3O[C@@H]2[C@H](CO)O1)NCCc1ccccc1 | -0.7
C[C@@H]1CCCCO[C@@H](CN(C)C(=O)Nc2ccc3c(c2)OCO3)[C@H](C)CN([C@@H](C)CO)C(=O)c2cc(NC(=O)Nc3ccc(C(F)(F)F)cc3)ccc2O1 | 4.2
CCN1[C@@H]2c3ccc(-c4ccncc4)c(=O)n3C[C@H]1[C@H](CO)[C@H]2C(=O)NCCc1cn(C)cn1 | -0.4
Cc1noc(C)c1NC(=O)N(C)C[C@@H]1Oc2ccc(NC(=O)CCCCCC(=O)Nc3ccccc3N)cc2CC(=O)N([C@H](C)CO)C[C@H]1C | -1.2
C[C@@H]1CN([C@H](C)CO)C(=O)c2cc(-c3ccncc3)cnc2O[C@@H]1CN(C)C(=O)NC1CCCC1 | -2.9
CCCN1[C@@H]2c3ccc(/C=C/c4ccccc4)c(=O)n3C[C@@H]2[C@@H](CO)[C@@H]1C(=O)N1CCOCC1 | -3.6
O=C(CN1CCOCC1)NCC[C@@H]1CC[C@H](NS(=O)(=O)c2ccc(Cl)cc2)[C@H](CO)O1 | -4.2
COCCN(C[C@H]1[C@H](c2ccccc2)[C@@H](CO)N1C(C)=O)C(=O)c1ccccc1 | 2.3
C[C@H]1CN([C@@H](C)CO)S(=O)(=O)c2ccc(C#CC3CC3)cc2O[C@H]1CN(C)CC1CCOCC1 | -1.2
Cc1noc(C)c1S(=O)(=O)Nc1ccc2c(c1)C(=O)N([C@H](C)CO)C[C@@H](C)[C@H](CN(C)C(=O)NC1CCCCC1)OCCCC[C@@H](C)O2 | 5.4
C[C@H](NC(=O)C[C@H]1CC[C@@H](NC(=O)C2CCOCC2)[C@@H](CO)O1)c1ccccc1 | -2.9
C[C@@H]1CN([C@@H](C)CO)C(=O)c2cc(NC(=O)Nc3ccc(C(F)(F)F)cc3)ccc2O[C@@H](C)CCCCO[C@H]1CN(C)C(=O)C1CCCCC1 | -3.3
O=C(Nc1ccccc1)N[C@@H]1CC[C@@H](CCNS(=O)(=O)c2ccccc2F)O[C@@H]1CO | -1.1
COCC(=O)N(C)C[C@@H]1Oc2ncc(-c3ccccc3C)cc2C(=O)N([C@H](C)CO)C[C@H]1C | 0.3
C[C@H]1CN([C@@H](C)CO)C(=O)c2cc(C#CCN(C)C)cnc2O[C@@H]1CN(C)Cc1ccncc1 | -2.1
